PGK inhibitor – inhibitors of T. brucei phosphoglycerate kinase. P07378. PGK/GAPDH coupled, Kinase-Glo luminescence, 60 min. Potency, µM (doses to about 57.5 µM), inactives show at the top dose activity change, negative = inhibition, hits mostly inhibitors. 0.043% of 380,000 active; further: potency means the concentration at half of the fitted maximal effect; on the % scale 0 is the no-effect control and ±100 the full control effect; nearly all actives have a fitted effect of over 60% in size
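Luminescent ATP detection (Kinase-Glo Plus) follows a 60-minute room-temperature incubation, with wells lacking PGK as controls. Buffer: 100 mM TEA (pH 7.6), 5 mM MgCl2, 0.01% Tween-20. Coupling enzyme GAPDH (100 nM final) supplies unstable 1,3-BPG in-well.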
POLI inh – inhibitors of human DNA polymerase iota | Q9UNA4 | Potency, µM (titrated, usually from 115 µM), for inactives: at the highest dose activity, negative = inhibition, most hits filed as inhibitors | Pol iota fluorescent replication assay, 10 min | 1% of 390,000 active | AID 588590; further: potency means the concentration at half of the fitted maximal effect
Target sequence (Q9UNA4 whole entry, looked up): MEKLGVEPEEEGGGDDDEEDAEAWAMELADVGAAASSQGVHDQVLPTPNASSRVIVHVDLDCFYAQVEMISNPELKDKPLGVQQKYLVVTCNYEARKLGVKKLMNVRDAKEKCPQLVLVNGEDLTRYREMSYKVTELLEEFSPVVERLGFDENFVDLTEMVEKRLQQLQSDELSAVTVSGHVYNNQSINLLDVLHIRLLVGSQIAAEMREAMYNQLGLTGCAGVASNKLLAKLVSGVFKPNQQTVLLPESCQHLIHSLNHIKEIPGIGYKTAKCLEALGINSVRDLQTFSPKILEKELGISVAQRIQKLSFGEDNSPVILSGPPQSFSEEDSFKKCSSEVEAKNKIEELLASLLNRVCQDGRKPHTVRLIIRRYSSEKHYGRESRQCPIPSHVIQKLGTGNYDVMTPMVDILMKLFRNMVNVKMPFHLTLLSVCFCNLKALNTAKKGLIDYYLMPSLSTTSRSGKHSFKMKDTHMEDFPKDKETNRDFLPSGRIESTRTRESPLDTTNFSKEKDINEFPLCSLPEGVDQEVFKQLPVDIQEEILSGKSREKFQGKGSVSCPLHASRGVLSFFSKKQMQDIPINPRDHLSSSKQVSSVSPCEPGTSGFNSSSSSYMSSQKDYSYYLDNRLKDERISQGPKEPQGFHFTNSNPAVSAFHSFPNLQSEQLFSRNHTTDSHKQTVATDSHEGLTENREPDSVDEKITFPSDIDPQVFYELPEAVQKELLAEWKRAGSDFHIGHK
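Fluorescent replication assay read twice, at 0 min and 10 min after adding 50 nM (final) substrate. Enzyme (10 nM) and compounds were first incubated 15 min at room temperature; enzyme-free buffer wells were negative controls.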
Apoferritin bind – binds horse apoferritin like a general anesthetic; P02791; apoferritin/1-aminoanthracene competitive binding, fluorescence; Potency, µM (top dose mostly 77.5 µM), for the others: at the top dose activity change, negative = displacement, actives largely listed as inhibitors; 0.074% of 350,000 active; AID 485281; further: potency means the concentration at half of the fitted maximal effect; on the % scale 0 is the no-effect control and ±100 the full control effect; nearly all actives have a fitted effect of over 20% in size
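Steps: apoferritin (10 uM) was premixed with half-saturated 1-AMA in PBS, compounds were pin-transferred, plates stood 10 min at room temperature, fluorescence was read at 380/535 nm, and curves were fitted with a Hill equation.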
POLK inh – DNA polymerase kappa (human) inhibition; Q9UBT6; Potency, µM (series often up to 107 µM), inactives show at the highest dose activity, negative = inhibition, actives largely listed as inhibitors; AID 588579; purified Pol kappa, fluorescent DNA synthesis assay, 10 min; 0.53% of 400,000 active; further: potency means the concentration at half of the fitted maximal effect; on the % scale 0 is the no-effect control and ±100 the full control effect
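Here, compound and 10 nM enzyme are combined for 15 min at room temperature; adding 50 nM substrate (final) starts DNA synthesis, tracked by fluorescence at 0 and 10 min against buffer-only wells.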
BLM inh – inhibitors of human Bloom syndrome helicase BLM; P54132; recombinant BLM DNA unwinding, fluorescence dequenching; Potency, µM (doses to about 56.1 µM), for inactives: at the top dose activity change, negative = inhibition, most hits filed as inhibitors; 0.2% of 350,000 active;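 further: potency means the concentration at half of the fitted maximal effect; plate controls were vehicle for no effect and no enzyme for full effect; nearly all actives have a fitted effect of over 35% in size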
APE1 inh – blocks human APE1 abasic DNA cleavage. P27695. 0.35% of 350,000 active. AID 2517. recombinant APE1, TAMRA/BHQ-2 abasic DNA cleavage fluorescence. Potency, µM (titrated, usually from 65.8 µM), for the others: top-dose activity change, negative = inhibition, hits mostly inhibitors;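 further: potency means the concentration at half of the fitted maximal effect; plate controls were vehicle for no effect and reference inhibitor for full effect; nearly all actives have a fitted effect of over 55% in size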
Target sequence (P27695 whole entry, looked up): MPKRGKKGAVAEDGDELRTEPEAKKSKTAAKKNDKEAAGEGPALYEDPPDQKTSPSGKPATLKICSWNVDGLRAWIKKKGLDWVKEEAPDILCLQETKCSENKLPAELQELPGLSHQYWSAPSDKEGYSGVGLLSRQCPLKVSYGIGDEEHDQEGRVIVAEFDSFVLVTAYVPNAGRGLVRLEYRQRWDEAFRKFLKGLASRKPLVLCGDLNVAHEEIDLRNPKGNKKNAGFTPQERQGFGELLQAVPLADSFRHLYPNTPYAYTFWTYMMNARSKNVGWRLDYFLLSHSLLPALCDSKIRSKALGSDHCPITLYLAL
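Incision of a quenched TAMRA/BHQ-2 THF abasic-site duplex (50 nM) by 0.75 nM APE1, after 15 min compound preincubation, measured as fluorescence increase over three 60 s reads. Values normalized to buffer, DMSO and NSC13755 control wells.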
Pol eta inh – DNA polymerase eta (human) inhibition; Q9Y253; recombinant Pol eta, fluorescent DNA replication assay; Potency, µM (highest dose often 114 µM), for the others: top-dose activity change, negative = inhibition, most hits filed as inhibitors; 1.2% of 390,000 active; AID 588591; further: potency means the concentration at half of the fitted maximal effect; on the % scale 0 is the no-effect control and ±100 the full control effect
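Pol eta at 10 nM preincubated with compounds 15 min at room temperature; reaction started with fluorescent substrate (50 nM final) and read kinetically at 0 and 10 min.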
RXFP1 antag – antagonists of human relaxin receptor RXFP1 | Q9HBX9 | HEK293-RXFP1, relaxin-stimulated cAMP HTRF, 30 min; stronger effect = lower value | activity change, negative = inhibition, % at 57.5 µM | 0.59% of 350,000 active;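 active means activity change of -60% or lower, but not beyond a set lower limit; inconclusive means change between -60% and -40%, or beyond the set limit; inactive means change above -40%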; further: on the % scale 0 is the no-effect control and ±100 the full control effect
POLB inh – DNA polymerase beta (human) inhibition | P06746 | Pol beta primer extension/strand displacement, fluorescence kinetic | Potency, µM (titrated, usually from 114 µM), inactives show top-dose activity change, negative = inhibition, most hits filed as inhibitors | 1.3% of 340,000 active | AID 485314; further: potency means the concentration at half of the fitted maximal effect; on the % scale 0 is the no-effect control and ±100 the full control effect
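Homogeneous kinetic assay of primer extension and strand displacement by 10 nM Pol beta, preincubated 15 min at room temperature with compound before 50 nM substrate (final) was added. Read at 0 and 10 min; four-parameter Hill fit.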
* marks the source's active call; other numbers are inactive results; i = inactive; ? = inconclusive; / = not tested or not shown; [ ] = another dose, or the depositor's remark. Unless noted, the call rests on the fitted dose curve; in most records, active means well fitted curve in the direction sought with a large enough effect; inconclusive means small, poorly fitted or top-dose-only effect, or another doubt; inactive means no such curve, though single readings can be large; an effect the other way counts as inactive or inconclusive. Not all compounds are listed; count on the stated rates, not on these rows.

SMILES	PGK inhibitor	POLI inh	Apoferritin bind	POLK inh	BLM inh	APE1 inh	Pol eta inh	RXFP1 antag	POLB inh
CC(C)(C)CC(C)(C)c1ccc(OCCOCC[N+](C)(C)Cc2ccccc2)cc1	i	-7%	?	-8%	-3%	20%	-24%	-12	/
COc1ccc(Nc2nc(-c3cccnc3)cs2)c(OC)c1	-4%	62%[activator]	-15%	-7%	-5%	-13%	-25%	-27	5%
COc1ccc(NC(=O)CN2CCN(C3c4ccccc4-c4ccccc43)CC2)c(OC)c1	0%	4%	-17%	-3%	-7%	-4%	-13%	-1	1%
COc1ccc(-n2c(SCC(N)=O)nc3nc4c(cc3c2=O)COC(C)(C)C4)cc1	8%	9%	-1%	-3%	-1%	-3%	-20%	-6	-3%
COc1ccc(C(=O)Nc2nnc(S(=O)(=O)N(C)Cc3ccc(F)cc3)s2)cc1OC	-8%	15%	-4%	-19%	-4%	16%	1%	3	?
O=C(COC(=O)CCN1C(=O)/C(=C\C=C\c2ccccc2)SC1=S)Nc1cc(F)ccc1F	i	25µM*	?	?	-15%	2%	32µM*	?	?
COc1ccccc1C(=O)COC(=O)c1cc(=O)[nH]c2ccccc12	i	36%[activator]	/	-4%	/	23%	-4%	12	/
CCOc1ccc(CC(=O)NCCc2sc3nc(-c4ccc(OC)cc4)nn3c2C)cc1	2%	19%	35%[activator]	-2%[60.1 µM]	3%	/	-16%	16	0%
CC1(C)CC(=O)c2cc(OCC(=O)N3CCOCC3)ccc2O1	3%	14%	439%[activator]	-5%	1%	-3%	-16%	4	1%
Cc1ccc(S(=O)(=O)N2CCN(C(=O)COc3ccc(C)nc3[N+](=O)[O-])CC2)c(C)c1	i	94%[activator]	-23%	-3%	1%	?	-10%	5	17%
Cc1cccc(-n2c3nc(=O)[nH]c(=O)c-3cc3cc([N+](=O)[O-])ccc32)c1	-12%	?	5%	-11%	2%	12%	20µM*	/	29%
CCN1C(=O)[C@H]2[C@@H](c3ccc(SC4CCCCC4)cc3)N[C@@](CC(C)C)(C(=O)OC)[C@H]2C1=O	0%	10%	/	-3%	/	-18%	-19%	/	/
COc1ccc(-c2cc(C(=O)NCCc3ccccc3)c3c(-c4ccccc4)[nH]nc3n2)cc1	0%	32%[activator]	-10%	-10%	-2%	/	-10%	/	-9%
NC(=O)NC(CC(=O)Nc1cccnc1)c1cccc(Br)c1 (stereo not given)	-3%	49%[activator]	4%	-12%	-1%	69%[activator]	1%	-1	6%
COc1ccc(-n2nc(C(=O)NCC(=O)N3CCC(C)CC3)c3ccccc3c2=O)cc1Cl	-6%	-12%	-24%	1%	-5%	-14%	-12%	-1	2%
CCN(Cc1cnn(C)c1)C(=O)c1ccc2nc(Cc3cccc(Cl)c3)oc2c1	-9%	59%[activator]	-20%	-4%	-2%	58%[activator]	-10%	-3	-23%
Cc1ccc(NC(=O)Cn2c(=O)oc3cc(S(=O)(=O)NCc4ccccc4)ccc32)cc1	-5%	14%	-7%	3%	-5%	/	-16%	/	-8%
CCO[C@@H]1OC(C(=O)O)=C[C@H](c2coc3ccccc3c2=O)[C@H]1CCCO	i	8%	-7%	9%	-1%	3%	-3%	/	9%
C=CCOn1c(=O)c(=O)n(OCc2ccccc2)c2ccccc21	11%	19%	-11%	-20%	-2%	-8%	-7%	3	13%
Cc1c(C(=O)O)[nH]c2c1C(=O)CC(c1ccccc1)C2 (stereo not given)	0%	9%	-4%	-10%	-1%	-5%	-9%	-3	-15%
O=c1cc(N2CCc3ccccc3C2)[nH]c(=O)n1-c1ccccc1Cl	i	3%	1%	-7%	-4%	-2%	-8%	5	0%
Cc1nc(N2CCN(c3ccccn3)CC2)c2c(C)c(C(=O)Nc3ccc(Br)cc3C)sc2n1	-8%	-12%	-4%	9%	-5%	42%	-19%	-18	19%
COc1ccc(C(=O)Nc2ccc(S(=O)(=O)Nc3nccnc3OC)cc2)cc1OC	-2%	4%	17%	-8%	4%	2%	5%	0	-24%
Cc1ccc(-n2ncc(C(=O)NCc3ccc4c(c3)OCO4)c2NC(=O)c2ccco2)cc1C	i	7%	?	0%	-5%	-4%	-5%	5	-2%
Cc1occc1C(=O)NC1CCCN(Cc2ccc(CC(C)C)cc2)C1 (stereo not given)	-4%	9%	?	4%	-9%	25%	-23%	-16	7%

Carrying on.
SMILES	PGK inhibitor	POLI inh	Apoferritin bind	POLK inh	BLM inh	APE1 inh	Pol eta inh	RXFP1 antag	POLB inh
O=C(O)c1cc(S(=O)(=O)Nc2cccc3ccccc23)c(Cl)cc1Cl	0%	178%[activator]	-12%	-16%	-1%	2%	-21%	-4	-21%
CCN(CC)C(=O)Nc1c(C)n(C)n(-c2ccccc2)c1=O	4%	12%	-3%	-2%	-14%	1%	-10%	0	55%
O=C(NCc1cccnc1)C1c2ccccc2C(=O)N1Cc1ccco1 (stereo not given)	-3%	24%	4%	0%	0%	-4%	-4%	1	2%
CCn1c(N2CCN(CC(=O)Nc3cccc(C)c3C)CC2)nc2ccccc21	i	10%	-16%	-8%	-3%	-10%	8%	-4	19%
CC(C)(C)OC(=O)N1C=CCC1CN1C(=O)COCC1=O (stereo not given)	/	2%	-2%	-1%	2%	2%	/	/	/
O=c1c(/C=N/O)coc2ccc3ccccc3c12	-5%	-13%	?	-7%	3%	4%	-5%	0	1%
CCc1ccc(NC(=O)CN(C(=O)N2CCN(CC)CC2)S(=O)(=O)c2ccc(C)cc2)cc1	-2%	55%[activator]	/	-20%	/	4%	-7%	4	/
CCN1CCN(S(=O)(=O)c2ccc3c4c(cccc24)C(=O)N3CC)CC1	-4%	-24%	/	1%	/	9%	-13%	-13	/
Cc1ccc(COC(=O)CCc2nc3ccccc3c(=O)[nH]2)cc1	-6%	8%	2%	-17%	2%	12%	-19%	-8	67%
COc1ccc(CCNC(=O)CN(CCc2ccccc2)S(C)(=O)=O)cc1	-5%	98%[activator]	-9%	-9%	-3%	3%	-15%	-3	15%
COCCCNC(=O)CSc1nc2c(sc(=S)n2-c2cc(Cl)ccc2OC)c(=O)[nH]1	/	-15%	-1%	-4%	-3%	10%	-3%	6	24%
CNS(=O)(=O)c1ccc2c3c(cccc13)C(=O)N2C	-6%	7%	639%[activator]	5%	4%	7%	-8%	9	16%
COCCN1C=C(C(=O)OC)C(c2ccc(OC)c(OC)c2)C(C(=O)OC)=C1	/	8%	35%[activator]	-3%	-9%	15%	-16%	-5	42%
O=C(Nc1ccc(NC(=O)C2CC2)cn1)c1ccccc1	-14%	-16%	-3%	4%	0%	-8%	-14%	-10	-8%
O=C(Nc1ccc(C(=O)N2CCN(c3ccccn3)CC2)cc1)c1ccc(Br)o1	-1%	?	/	-22%	/	31%	-5%	/	/
CC(=O)c1cccc(NC(=O)CC2S/C(=N/N=C3CCCCCC3)NC2=O)c1 (stereo not given)	-4%	15%	?	5%	-2%	33%	-18%	-8	-20%
O=C(C1CCN(S(=O)(=O)c2cnc[nH]2)CC1)N1CCN(c2ncccn2)CC1	i	24%	4%	-3%	3%	-4%	-3%	-3	?
O=C(NCCNc1ccc([N+](=O)[O-])cc1C(F)(F)F)c1ccccc1F	7%	?	?	-12%	-3%	-2%	-20%	5	-2%
CC1CCCCC1NC(=O)COC(=O)c1ccc2c(=O)n3c(nc2c1)CCC3 (stereo not given)	-3%	-15%	/	8%	/	-7%	-14%	4	/
COc1cc(NC(=O)c2cc(S(=O)(=O)N3CCCCC3)ccc2N2CCOCC2)cc(OC)c1	-6%	-25%	/	-4%	/	2%	-22%	-15	/
Cc1c(C(=O)NCc2ccc3c(c2)cc(C)n3C)cccc1[N+](=O)[O-]	-4%	-6%	0%	7%	-6%	?	-16%	-3	2%
CC1CCN(CC(=O)N2c3ccccc3CCc3ccccc32)CC1	1%	7%	-7%	-4%	1%	4%	-3%	-12	-23%
Cc1ccc(NC(=S)NC(=O)/C=C/c2ccco2)c(O)c1	i	?	-9%	?	-14%	?	?	-63*	18µM*
CC1CCCCC1NC(=O)CSc1nnnn1C (stereo not given)	-6%	46%[activator]	/	1%	/	0%	-13%	21	/
CC(C)S(=O)(=O)CC(=O)c1ccc(Cl)cc1	3%	-12%	-11%	-16%	-4%	9%	-7%	0	35%

Record cards (already shown). Order of screens: PGK inhibitor | POLI inh | Apoferritin bind | POLK inh | BLM inh | APE1 inh | Pol eta inh | RXFP1 antag | POLB inh
O=C(Nc1ccc(NC(=O)C2CC2)cn1)c1ccccc1 as listed: -14% | -16% | -3% | 4% | 0% | -8% | -14% | -10 | -8%
Cc1ccc(COC(=O)CCc2nc3ccccc3c(=O)[nH]2)cc1 as listed: -6% | 8% | 2% | -17% | 2% | 12% | -19% | -8 | 67%

POLB inh, what is marked active above
| Molecule | PGK inhibitor | POLI inh | Apoferritin bind | POLK inh | BLM inh | Pol eta inh | RXFP1 antag | POLB inh |
| --- | --- | --- | --- | --- | --- | --- | --- | --- |
| Cc1ccc(NC(=S)NC(=O)/C=C/c2ccco2)c(O)c1 | i | ? | -9% | ? | -14% | ? | -63* | 18µM* |

More records follow:
SMILES	PGK inhibitor	POLI inh	Apoferritin bind	POLK inh	BLM inh	APE1 inh	Pol eta inh	RXFP1 antag	POLB inh
CCOc1cc(/C=C2\N=C(SC(C)C(N)=O)N(c3ccc(OC(F)F)cc3)C2=O)ccc1O (stereo not given)	-8%	-25%	?	-13%	-11%	-1%	-8%	-2	0%
CCNC(=O)c1ccc(CSc2ccc(Cl)cc2)cc1	/	79µM*	-10%	4%	4%	1%	-2%	0	19%
C=CCn1c(O)c(N=NC(=S)Nc2cccc(OC)c2)c2ccccc21	i	134%[activator]	-16%	-10%	4%	-2%	-6%	1	43%
O=C(O)c1ccc2c(c1)C(=O)N(c1cccc(C(=O)/C=C/c3ccccc3)c1)C2=O	-11%	?	-7%	-12%	-11%	23%	32µM*	-13	48%
C/C(Cn1cnc([N+](=O)[O-])n1)=N\NC(=O)c1ccc(Br)cc1	-2%	18%	-18%	-7%	7%	-11%	-15%	2	31%
Cn1c(=O)oc2cc(S(=O)(=O)NCc3ccccn3)ccc21	-8%	19%	3%	4%	-2%	5%	-19%	-1	-14%

Assay outcomes: PubChem BioAssay, National Center for Advancing Translational Sciences (NCATS)
